# Bioassay records as filed in PubChem.
# Lipid storage S3 – qHTS Assay for Lipid Storage Modulators in Drosophila S3 Cells. Drosophila S3 cells, BODIPY lipid droplet fluorescence, 18-24 h; cells fed with added oleic acid. Potency in µM for hits, for the others lipid storage change, negative = inhibition, % at the top dose, mostly 46.1 µM. actives 0.64% (n = 320,000). AID 2685; active = well fitted inhibition curve with a large enough effect in the signal ratio, with a control signal flat, not every such curve was filed as active; inconclusive = small, poorly fitted or top-dose-only effect, or effect the other way, or a change in a side signal; the % refers to the signal ratio
#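 Drosophila S3 cells loaded with oleic acid (400 uM, as added) and compounds at several concentrations; lipid droplets imaged by 488-nm laser-scanning cytometry, 500–530 nm intensity and object ratio to cell channel. Percent activity normalized to 20 uM Triacsin C.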
# Lipid storage S3 cell count max – recorded beside Lipid storage S3, whose call it bears; cell number change, %; measured here: cell count max response;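 cells counted by Cell Tracker Red CMTPX staining in the red channel; peak over a dose series mostly up to 46.1 µM; percent activity relative to internal control wells on each plate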
# Numbers without * were called inactive; i = inactive; ? = inconclusive; . = no result given. % is set by controls: 0 for no effect and ±100 for the full control effect; potency is the fitted concentration of half-maximal effect. These rows are one share of the data; count on the stated rates, not on these rows.
# Values run as follows: Lipid storage S3	Lipid storage S3 cell count max
> O=CNCCCc1nc2ccccc2n1Cc1ccccc1
  ?	.
> Cc1[nH]c2ccccc2c1SCC(=O)N1CCCc2ccccc21
  ?	.
> Cn1cccc1CC(=O)NNC(=O)Nc1cccc(Cl)c1
  ?	.
> COc1ccc(C(=O)NCN2CCN(c3ccccc3)CC2)cc1OC
  -15.4%	-18.6
> COc1ccccc1CNC(=O)CCCNC(=O)c1ccc(Cl)cc1
  ?	.
> CCC1CCc2sc(C(=O)NCc3ccccn3)cc2C1 (stereo unspecified)
  ?	.
> Cc1nc(C)n(C(=O)N(c2ccccc2)c2ccccc2)n1
  i	.
> Cc1c(N(C)C)c(=O)n(-c2ccccc2)n1C
  ?	.
> CC(=O)N1c2ccc(S(=O)(=O)N3CCCCC3)cc2CC1C(=O)Nc1ccccc1C(F)(F)F (stereo unspecified)
  i	11.3
> S=C(NCCc1ccccc1)NCc1ccccc1Cl
  ?	.
> COc1ccccc1CCC(=O)Nc1ccc(C)cc1Cl
  -3.5%	-4.0
> CCC(=O)NC(=S)Nc1ccc(NC(=O)COc2ccc([N+](=O)[O-])cc2)cc1
  ?	.
> CCN(C(=O)COC(=O)c1cc(S(=O)(=O)N(C)C)ccc1Cl)C1CCS(=O)(=O)C1 (stereo unspecified)
  ?	.
> CCCCCCCCN1C(=O)N(C)C(N(O)C(=O)NC)C1(C)C (stereo unspecified)
  6.9%	-19.6
> Cc1c(C(=O)NC2CCCc3ccccc32)oc2ccc(S(=O)(=O)N3CCCCC3)cc12 (stereo unspecified)
  -5.4%	-12.6
> CC(C)(C)NC(=O)c1ccccc1NC(=O)c1ccc2c(c1)OCO2
  -7.8%	-7.4
> Cc1ccc(C(=O)COC(=O)CNC(=O)COc2ccccc2C)cc1C
  ?	.
> CSc1nc(-c2ccccc2)nc(N2CCN(C)CC2)c1C(C)=O
  ?	.
> C=CCSc1nc2c(cnn2-c2ccccc2)c(=O)n1N
  17.3%	13.4
> CCOc1ccc(NS(=O)(=O)c2ccc(NS(C)(=O)=O)cc2)cc1
  ?	.
> CCCN1C(=O)/C(=C\C=C2\N(CC)c3ccccc3C2(C)C)SC1=S
  ?	.
> O=C(O)CN(CCO)CCN(CC(=O)O)CC(=O)O
  ?	.
> NS(=O)(=O)c1cccc(NC(=O)CCN2C(=O)C3CCCCC3C2=O)c1 (stereo unspecified)
  ?	.
> C=CCNC(=S)NNC(=O)c1ccc(OC(C)C)cc1
  ?	.
> COc1cc(C(=O)NNC(=O)c2ccc(NC(C)=O)cc2)cc(OC)c1OC
  ?	.
> CC(C)=C1SC(N2CCN(c3cccc(C(F)(F)F)c3)CC2)=NC1=O
  ?	.
> O=[N+]([O-])c1ccc2nc(C(O)C(O)c3nc4ccc([N+](=O)[O-])cc4[nH]3)[nH]c2c1 (stereo unspecified)
  i	22.3
> O=C(Nc1nnc(C2CCCCC2)s1)c1cccs1
  i	.
> O=C(NC(Cc1ccccc1)C(=O)O)/C(=C\c1cccc([N+](=O)[O-])c1)NC(=O)c1ccco1 (stereo unspecified)
  i	.
> COc1cccc(/C=C/C(=O)OCC(=O)c2ccc3c(c2)NC(=O)CO3)c1OC
  -9.3%	-8.3
> CC(C)CCOC(=O)C1C2C=CC3(CN(Cc4cccs4)C(=O)C13)O2 (stereo unspecified)
  ?	.
> N#Cc1cccc(NC(=O)CN2C(=O)NC(Cc3ccccc3)C2=O)c1 (stereo unspecified)
  3.1%	19.6
> Cc1cc(C(=O)Nc2ccc(C(=O)O)cc2)c(C)o1
  i	17.5
> Cc1ccc(NC(=O)CSc2nnc(CNC(=O)c3ccco3)n2C)cc1
  18.0%	.
> Oc1ccccc1-c1nc(NCc2ccccc2)c2ccccc2n1
  -0.2%	2.0
> O=C(Cc1ccon1)c1ccc(O)cc1O
  ?	.
> CCCSc1nnc2n(Cc3ccccc3)c(=O)c3c4c(sc3n12)CCC4
  25.5%	12.2
> CCN1CCCC1CNC(=O)c1c(O)c2c([nH]c1=O)CCCC2 (stereo unspecified)
  i	15.4
> O=C(CN1CCCC1)N1CCCc2c1c(=O)oc1ccc(OCc3ccccc3)cc21
  0.1%	-23.4
> Cc1ccccc1C(=O)Nc1nnc(-c2ccc(F)cc2)o1
  ?	.
> C/C=C(\C)C(=O)NCCN1C2=NC[C@H](C(C)C)N2C[C@H]1Cc1ccc(O)cc1
  -15.4%	-2.3
> O=C(CCNC(=O)c1ccc(Br)cc1)NCCCSc1ccccc1
  ?	.
> CC(=O)Nc1cc2cc(NS(=O)(=O)c3ccc(Cl)cc3)ccc2oc1=O
  0.0%	9.4
> Cc1nnc(NC(=O)CCC(=O)NCc2cccs2)s1
  i	.
> NC(=S)Nc1cc2ccccc2c2ccccc12
  -12.7%	14.7
> Cc1cccn2c(=O)c3cc(C(=O)NCc4ccco4)c(=N)n(C4CCCCC4)c3nc12
  ?	.
> C/C(=C\C(=O)c1ccccc1)NNc1nc2ccccc2s1
  -7.2%	-19.2
> Cc1ncc(CN2CCC(n3nccc3NC(=O)c3ccccc3)CC2)s1
  6.5%	-3.2
> Cc1ccc(N2C(=O)N(Cc3ccccc3C)c3ccccc3S2(=O)=O)cc1
  ?	.
> O=S(=O)(c1ccc(-c2csc(-c3cccnc3)n2)cc1)N1CCCC1
  ?	.
> Cc1cc(C(=O)Nc2ccccc2N2CCOCC2)no1
  ?	.
> COc1ccc(NC(=O)CSc2ccc3nnc(-c4cccnc4)n3n2)c(OC)c1
  -15.6%	.
> CC(=O)O[C@H]1CC(=O)OC(C)(C)C2CC(=O)[C@]3(C)C(CC[C@@](C)([C@@H](O[C@@H]4O[C@H](CO)[C@@H](O)[C@H](O)[C@H]4O)c4ccoc4)[C@@]34O[C@@H]4C(=O)O)[C@]21C (stereo partly specified)
  ?	.
> CCOc1ccc2nc(SCC(=O)Nc3ccc4c(c3)OCO4)sc2c1
  ?	.
> Oc1ccc(-c2csc(Nc3ccccn3)n2)cc1O
  ?	.
> Cc1ccc(NC(=O)COC(=O)c2ccco2)cc1
  26.9%	21.2
> CCN(CC(=O)Nc1c(F)cccc1F)C(=O)c1cccc(S(=O)(=O)N2CCc3ccccc3C2)c1
  ?	.
> Cc1ccsc1/C=C1\CCc2ccccc2C1=O
  ?	.
> COc1ccccc1C(=O)NCC(=O)NCc1cc(=O)n(C)c(=O)n1C
  ?	.
> COC(=O)C1(C)CC1(c1ccccc1)c1ccccc1 (stereo unspecified)
  ?	.

# Further records:
# Values run as follows: Lipid storage S3	Lipid storage S3 cell count max
> CN(C(=O)c1ccccn1)c1nnc(-c2ccccn2)s1
  ?	.
> CCOC(=O)c1c(C)oc2c1c(C(c1cccnc1)N1CCCCC1)c(O)c1ccccc12 (stereo unspecified)
  ?	.
> COc1ccc(CNC(=O)COC(=O)CCC(=O)c2cccs2)cc1
  -3.1%	8.6
> NC(=O)c1cc(Cc2ccccc2)sc1NC(=O)c1ccco1
  ?	.
> COc1ccc(-n2ncc(N(C)n3cccc3)c(Cl)c2=O)cc1
  14.1%	9.0
> Cc1noc(C)c1CSCC(=O)Nc1nc2ccc(S(C)(=O)=O)cc2s1
  ?	.
> Cc1ccc(-c2nnc(SCC#CCOC(=O)c3cccs3)o2)cc1
  ?	.
> CNC(=O)/C(C#N)=C\c1ccc(CNS(=O)(=O)c2ccccc2)o1
  ?	.
> COc1ccc(OC)c(CC(=O)NC(c2ccccc2)c2ccccc2)c1
  ?	.
> COc1ccc(NC(=O)Nc2ccc(F)c(Cl)c2)cc1
  ?	.
> CCCNC(=O)C1CCN(c2nc(C)cc(C)n2)CC1
  ?	.
> Cc1c(S(=O)(=O)Nc2ccc3c(c2)OCCO3)cnn1C
  -1.0%	3.2
> COc1ccccc1OC(=O)CCN1c2ccccc2Sc2ccccc21
  ?	.
> O=C(NCC(c1ccco1)N1CCCC1)c1cccc(S(=O)(=O)N2CCOCC2)c1 (stereo unspecified)
  ?	.
> COc1ccccc1C(=O)NCCCN1CCCC1=O
  i	.

# As a short view, some entries already given.
# Values run as follows: Lipid storage S3	Lipid storage S3 cell count max
> COc1ccc(OC)c(CC(=O)NC(c2ccccc2)c2ccccc2)c1
  ?	.
> COc1ccc(NC(=O)Nc2ccc(F)c(Cl)c2)cc1
  ?	.
> CCCNC(=O)C1CCN(c2nc(C)cc(C)n2)CC1
  ?	.

# Filtered by structure: the compounds so far containing a nitro group on carbon (3)
# Values run as follows: Lipid storage S3	Lipid storage S3 cell count max
> CCC(=O)NC(=S)Nc1ccc(NC(=O)COc2ccc([N+](=O)[O-])cc2)cc1
  ?	.
> O=[N+]([O-])c1ccc2nc(C(O)C(O)c3nc4ccc([N+](=O)[O-])cc4[nH]3)[nH]c2c1 (stereo unspecified)
  i	22.3
> O=C(NC(Cc1ccccc1)C(=O)O)/C(=C\c1cccc([N+](=O)[O-])c1)NC(=O)c1ccco1 (stereo unspecified)
  i	.

# Following part:
# Values run as follows: Lipid storage S3	Lipid storage S3 cell count max
> Cc1cc(C)c(-c2cc(NC(=O)CSc3n[nH]c(N)n3)n(-c3ccccc3)n2)cc1C
  ?	.
> O=C(NCc1csc(-c2cccs2)n1)Nc1cccc(Cl)c1
  -9.2%	-23.0
> CCc1noc(C)c1C(=O)NNC(=O)COc1ccc(C)c(C)c1
  25.1%	31.6
> O=S(=O)(NC1CCCCC1Oc1ccccc1)c1ccc(Cl)cc1 (stereo unspecified)
  ?	.
> Nc1cc(-c2ccc(Br)cc2)nc2cc(-c3ccccc3)nn12
  1.3%	0.3
> O=C(c1oc(=O)c2ccccc2c1-c1ccccc1)N1CCN(C2CCCCC2)CC1
  ?	.
> O=C(O)c1ccccc1C(=O)NC1CCCc2ccccc21 (stereo unspecified)
  ?	.
> Cc1ccccc1NC(=S)c1ccc2ccccc2n1
  ?	.
> CCOC(=O)c1c(S(=O)(=O)NCC(=O)Nc2cccc(F)c2)c(C)n(C)c1C
  -11.8%	.
> CCCCN1C(=O)C(NC(=O)C2CC2)(C(F)(F)F)C2=C1CC(C)(C)CC2=O (stereo unspecified)
  -8.7%	-4.6
> Cc1onc(-c2ccccc2)c1C(=O)N1CCN(S(=O)(=O)c2ccc(Cl)cc2)CC1
  ?	.
> O=C(Nc1cccc(Cl)c1)c1cccnn1
  -6.0%	17.1
> O=c1[nH]c(CSc2nc3ccccc3[nH]2)nc2c1cnn2-c1ccccc1
  ?	.
> COC(=O)/C(=C\Nc1ccc(OC)cc1)NC(=O)c1ccc(Cl)cc1Cl
  ?	.
> O=C(Nc1nccs1)c1cc(-c2ccccn2)nc2c(Cl)cccc12
  ?	.
> N#Cc1ccc(C(=O)OCC(=O)Nc2ccc(N3CCOCC3)cc2)cc1
  ?	.
> Nc1nc(SCC(=O)Nc2cc(S(=O)(=O)N3CCOCC3)ccc2Cl)n[nH]1
  i	.
> Cc1ccnc(NC(=O)CN(C)S(=O)(=O)c2cccc3nsnc23)c1
  -2.1%	5.8
> O=C(NCC(c1cccs1)N1CCOCC1)c1cc(-c2ccccn2)nc2ccccc12 (stereo unspecified)
  ?	.
> Cc1c(Cl)cccc1NS(=O)(=O)c1cn(C)c(=O)n(C)c1=O
  -3.7%	27.7
> COc1ccc(CCNC(=O)COc2ccc3c(C)cc(=O)oc3c2)cc1OC
  ?	.
> CCc1cc(C(=O)N2CCCC(C(=O)c3ccc(Oc4ccccc4)cc3)C2)n(C)n1 (stereo unspecified)
  i	-10.3
> Cn1c(=O)c2c([nH]c(=S)n2CCCc2ccccc2)n(C)c1=O
  ?	.
> Cc1nn(-c2ccccc2)c2nc(-c3cccs3)cc(C(=O)NN)c12
  -2.7%	-4.2
> COc1ccc(CCNC(=O)COC(=O)c2ccc(C)s2)cc1OC
  ?	.
> CCCCCn1c(=S)[nH]c2cc(C(=O)N3CCN(C(=O)OCC)CC3)ccc2c1=O
  ?	.
> O=C(NCCC1=CCCCC1)C1CCC(CNc2nc(=S)[nH]c3ccccc23)CC1 (stereo unspecified)
  7.3%	.
> Cc1cc(OCC(=O)NCC(c2ccc(F)cc2)N2CCOCC2)ccc1Cl (stereo unspecified)
  9.4%	-2.3
> CCOC(=O)C1=C(C)NC(=O)NC1c1ccc(Br)o1 (stereo unspecified)
  ?	.
> COc1ccc(-c2cnn(-c3ccccc3)c2N)cc1OC
  ?	.
> COc1ccc(CCC(C)NCc2ccccc2OC)cc1 (stereo unspecified)
  ?	.
> Oc1c(Br)cc(Br)cc1CNc1nccs1
  ?	.
> O=C(NNC(=O)C1CC=CCC1)c1ccccc1O (stereo unspecified)
  1.6%	-0.5
> CCOC(=O)N1CCC(NC(=O)c2ccc(CO)c(C(=O)NC3CCN(C(=O)OCC)CC3)c2)CC1
  5.3%	.
> O=C(COC(=O)c1ccc(Br)o1)NC1CCCCC1
  ?	.
> CS(=O)(=O)ON=C1CCN(S(=O)(=O)c2ccccc2)CC1
  ?	.
> COc1cccc(C(=O)Nc2ccc(NC(C)=O)cc2)c1
  ?	.
> Cc1ccc(NC(=O)C2CCCN(S(=O)(=O)c3cccc4cccnc34)C2)cc1 (stereo unspecified)
  8.4%	-19.1
> O=C(CN1C(=O)S/C(=C\c2ccc(F)cc2)C1=O)NC1C=CS(=O)(=O)C1 (stereo unspecified)
  -25.2%	.
> CC(C)c1ccc(NC2CCCN(C(=O)CCn3cnnn3)C2)cc1 (stereo unspecified)
  25.2%	2.3
> COc1ccc(CCC(=O)NC(C)C2CCCO2)cc1 (stereo unspecified)
  i	.
> O=C(O)C1CCC(=O)N1C(=O)OCc1ccccc1 (stereo unspecified)
  ?	.
> COc1cccc(NC(=O)NNC(=O)CCc2ccc(O)c(O)c2)c1
  ?	.
> Cc1ccc(S(=O)(=O)N2CCN(CC(=O)NC(C)c3ccccc3)CC2)cc1 (stereo unspecified)
  ?	.
> COc1cccc(OC(=O)N2CCOCC2)c1
  3.1%	-4.6
